Compound activity: PubChem, several laboratories
CSM14.1 death rescue: rescue of cells from ER stress-induced death, primary screen, 384-well, CSM14.1, thapsigargin, ATP luminescence (AID 1222); CSM14.1 thapsigargin-induced death rescue, ATP luminescence; higher % means a stronger effect; cellular ATP content (survival), % at 20 µM, or EC50 in µM where a hit was titrated; 190,000 tested, under 10 active;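 active = EC50 below 50 µM in the dose-response confirmation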;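 note: death triggered by thapsigargin at about 15 µM added after 2 h compound pretreatment; cell ATP read after overnight thapsigargin exposure of roughly 18 to 22 hours; normalized against plate controls of thapsigargin alone and 5% DMSO vehicle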
Autophagy mod: autophagy modulators in MEF cells, primary screen, imaging, high-content, MEF GFP-LC3. MEF GFP-LC3 puncta imaging; test concentration mostly 10 µM. calls only at 10 µM (by protocol). actives 0.98% (n = 190,000);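 active = percentage of spot-positive cells more than 3 SD above its plate mean, without a fluorescence outlier flag or 80% toxicity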;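 note: spot-positive cell cutoff set from DMSO-treated cells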
Hep lipid drop: inhibitors of hepatocyte lipid droplet formation, primary screen, imaging, high-throughput imaging, BODIPY stain; AID 1656, 2009; inhibition, % at 6.5 µM; AML12 mouse hepatocytes, oleate lipid droplets; actives 0.4% (n = 240,000);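 active = lipid droplet intensity inhibited by at least 50%, with more than 500 cells counted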
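Assay system: AML12 hepatocytes (mouse) / Also added: 100 µM oleic acid challenge / Times: overnight treatment with compound plus oleate / Detection: high-content imaging of BODIPY-stained droplets and DAPI nuclei / Evaluation: % inhibition of lipid droplet signal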
MT stabilize HCS: microtubule stabilizers in HeLa cells, primary screen, imaging, high-content imaging; actives 0.83% (n = 200,000); HeLa tubulin immunostaining HCS, 24 h; share of cells brighter than vehicle mean+2SD; % tubulin-high responders, % at 10 µM; AID 2205, 2009;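 active = plate Z-score above 3 for both tubulin-high and condensed-nucleus cell shares, with cell loss under 80%, at 10 µM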;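 note: anti alpha tubulin signal scored within the nucleus-defined area of each cell; some results filed as inactive read as strong as hits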
Ins promoter up: insulin promoter activators in MIN6 cells, imaging, high-content screening, mouse beta cells; AID 1625, 2009; actives 0.3% (n = 190,000); z-score at 5 µM; MIN6 insulin promoter-GFP reporter; stronger effect = higher value;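 active = z-score above 3 at 5 µM with at least 500 cells counted in the well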
T cell HTS: modulators of CD8 T cell-vesicle binding, primary screen, mouse 2C CD8+ T cells, flow cytometry; calls only at 7 µM; actives 0.068% (n = 330,000); 2C CD8+ T cell-vesicle binding; stronger effect = lower value;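 active = response, share of CD8 T cells binding vesicles, and their 90th percentile fluorescence all below set limits, cut at about 80% in these data, passing the limit was not always enough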
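Benchmarks: naked versus QL9-loaded vesicles / Assay system: purified 2C TCR transgenic mouse naive CD8+ T cells / Technique: high-throughput flow cytometry with anti-B7-1 and anti-CD8 staining / Timing: Cell–vesicle co-incubation 1.5 h at 37 °C, staining 20 min on ice / Read-out: percent CD8+ FL2 mean versus row control / Probe or stimulus: QL9-loaded Drosophila micro-vesicles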
Salmonella PhoP GFP: inhibitors of PhoP regulon expression, primary screen, Salmonella Typhimurium, GFP reporter (AID 1863); one-dose inhibition, % at 50 µM; IC50 in µM for titrated hits; actives 0.16% (n = 300,000); S. Typhimurium PhoP-regulated promoter GFP reporter, 4 h; higher % means a stronger effect;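 active = inhibition over 29.93%, a cutoff 3 SD above the screen mean, later confirmed by dose response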;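 note: 0% = low Mg2+ inducing control and 100% = high Mg2+ repressing control; strong numbers were not always called active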
Dynein transport: inhibitors of GR-EGFP nuclear translocation, primary screen, dynein cargo transport inhibitor project, imaging, high-content, 3617.4 mouse cells; test concentration mostly 20 µM; stimulated with dexamethasone, 1 µM; stronger effect = lower value; z-score, hits read low; actives 0.47% (n = 220,000); AID 1381, 2008;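 active = plate z-score of nuclear minus cytoplasmic receptor signal below a set negative limit, without overly bright fluorescence or cell loss, cut at about -3.5 in these data, passing the limit was not always enough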;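 note: z-score of nuclear minus cytoplasmic ring GR-EGFP intensity difference per well; some compounds called inactive have numbers as strong as hits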
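Buffer or medium: tet-free, stripped-serum medium; reagent: dexamethasone at 1.0 µM final, 30 min; incubation: 48 h induction, 1 h compound, 30 min dex at 37 °C; measured by: formaldehyde fixation, Hoechst nuclear stain, 10x automated fluorescence imaging; read-out: nuclear-to-cytoplasmic GR-EGFP distribution per well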
b-catenin transl: modulators of beta-catenin nuclear translocation, primary screen, imaging, HeLa cells, immunofluorescence, high-content. actives 0.3% (n = 190,000). nuclear translocation activity, % at 5 µM;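 active = nuclear translocation activity above 50% at 5 µM, with a well cell count of 50 or more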;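 note: per-cell ratio of nuclear to cytoplasmic median beta-catenin stain intensity; plate controls were DMSO negative control for no effect and GSK-3 inhibitor IX positive control for full effect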
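Test system: HeLa cells, endogenous beta-catenin; Compound: single 5 µM dose plus 0.02–20 µM confirmation series; Times: compound exposure 24 h at 37°C; Signal: fluorescence imaging of beta-catenin antibody stain plus DAPI; Read-out: % activation, nuclear-to-cytoplasmic median beta-catenin signal ratio per cell.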
Dynein transport cytoplasmic EGFP: further read-out of Dynein transport, marked with its call; z-score; measured here: cytoplasmic GR-EGFP intensity; stronger effect = higher value
Dynein transport nuclear GR-EGFP: also measured in Dynein transport; calls as there; z-score; measured here: nuclear GR-EGFP intensity;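 lower value marks the stronger effect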
Dynein transport cell count: second read-out of Dynein transport, no call of its own (marks repeat the call); z-score; measured here: cell count per field
Ins promoter up cell count: also measured in Ins promoter up; calls as there; cell count; measured here: cytotoxicity, nuclei count;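 total cells summed across four imaged fields per well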
Hep lipid drop cells 6.5 µM: further read-out of Hep lipid drop, marked with its call; cell count; measured here: cell count, cytotoxicity flag;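 cells counted across two imaged fields per well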
b-catenin transl cell count 5 µM: second read-out of b-catenin transl, no call of its own (marks repeat the call); cell count; measured here: cell count, cytotoxicity flag
T cell HTS vesicle-bound %: further read-out of T cell HTS, marked with its call; double positive events, %; measured here: CD8+ vesicle-bound cell fraction;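 binding gate set so that unloaded-vesicle control wells show 10% double positive cells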
MT stabilize HCS Hoechst-high %: also measured in MT stabilize HCS; calls as there; % Hoechst-high responders; measured here: nuclear condensation Hoechst responders;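 share of cells brighter than vehicle mean plus two SD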
MT stabilize HCS cytotoxicity %: second read-out of MT stabilize HCS, no call of its own (marks repeat the call); toxicity, %; measured here: cytotoxicity by cell density;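 0% = mean cell density of plate MIN control wells and 100% = no cells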
Autophagy mod cell loss 18 h: second read-out of Autophagy mod, no call of its own (marks repeat the call); toxicity, %; measured here: cell loss, nuclei count;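 cell loss after 18 h compound exposure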
Numbers without * were called inactive; i = inactive; . = no result given.

structure | CSM14.1 death rescue | Autophagy mod | Autophagy mod cell loss 18 h | Hep lipid drop | Hep lipid drop cells 6.5 µM | MT stabilize HCS | MT stabilize HCS Hoechst-high % | MT stabilize HCS cytotoxicity % | Ins promoter up | Ins promoter up cell count | T cell HTS | T cell HTS vesicle-bound % | Salmonella PhoP GFP | Dynein transport | Dynein transport cytoplasmic EGFP | Dynein transport nuclear GR-EGFP | Dynein transport cell count | b-catenin transl | b-catenin transl cell count 5 µM
COc1ccc(OC)c(NC(=O)C2CCCCC2C(=O)O)c1 (stereo unspecified) | 1.7% | i | -10 | . | . | 4.0 | 2.5 | 11 | -1.3 | 1671 | i | 2 | 4% | -0.89 | -0.26 | -0.18 | 0.51 | -0.7 | 1011
CCOC(=O)c1[nH]c(C)c(C(=O)Nc2ccc(C)cc2C)c1C | . | . | . | -17 | 595 | 16* | 37* | 58* | 0.13 | 1509 | i | 43 | 12% | -0.47 | -0.25 | -0.19 | 0.15 | 7.7 | 1005
CSc1ccc(OC2CCCCC2NS(=O)(=O)c2ccc(Cl)cc2)cc1 (stereo unspecified) | -3.3% | i | 12 | -33 | 701 | 3.5 | 1.2 | 8.1 | -0.54 | 1109 | i | 61 | 14% | 0.31 | -0.27 | 0.22 | 0.55 | . | .
NC(=O)CC(NC(=O)Cc1ccc(Br)cc1)c1ccc(NCC2CC2)c([N+](=O)[O-])c1 (stereo unspecified) | . | . | . | 21 | 660 | . | . | . | 0.61 | 739 | i | 48 | -2% | 2.2 | -0.66 | 0.97 | -0.16 | -0.7 | 1342
Cc1ccsc1/C=N/NC(=O)Cc1ccc(Cl)cc1 | . | . | . | -5 | 737 | . | . | . | -0.44 | 849 | i | 35 | 2% | 0.58 | -0.73 | 0.23 | -0.63 | 1.0 | 1315
CCCC12CN3CCN(CC(C3)/C1=N\NC(=O)c1ccccc1Cl)C2 | -2.7% | i | 8 | -4 | 715 | 2.3 | 1.7 | 8.5 | . | . | i | 36 | -1% | 1.7 | -0.27 | 0.72 | -1.8 | -0.2 | 1114
COc1ccc(/C=C/C(=O)OCC(=O)NCc2cccs2)cc1OC | -2.8% | i | -1 | -1 | 663 | 3.5 | 3.2 | 4.0 | -0.37 | 1432 | i | 7 | 6% | 0.36 | -0.19 | 0.48 | -1.1 | 2.2 | 1023
OCCC1CN(CCCn2cccn2)CCN1C1CCCCC1 (stereo unspecified) | -0.2% | i | 1 | 10 | 593 | 1.4 | 1.5 | 9.8 | -0.86 | 1514 | . | . | . | -0.89 | -0.26 | -0.029 | 0.75 | 1.9 | 986
CC(=O)N(C)c1ccc(NC(=O)COc2ccc(Br)cc2C)cc1 | -0.1% | i | -2 | -2 | 709 | 2.4 | 4.1 | 1.7 | -0.22 | 1246 | i | 43 | 3% | -0.27 | -0.31 | -0.37 | 0.37 | -2.1 | 573
C=CCn1c(N)c(C(=O)OCCC)c2nc3ccccc3nc21 | -2.1% | i | 0 | . | . | 2.7 | 1.1 | 5.9 | -1.1 | 1012 | i | 13 | -1% | 0.059 | -0.18 | 0.031 | 0.22 | 0.6 | 1156
COc1ccc(CN2CCC(CO)(CCOc3ccccc3)CC2)cc1C | -3.1% | i | 17 | -2 | 643 | 3.8 | 2.1 | 8.6 | 1.8 | 1390 | i | 26 | -9% | -1.2 | -0.29 | -0.43 | 0.32 | 0.1 | 932
CC1(C)CC(=O)C(C=NCCN2CCOCC2)=C(O)C1 | 3.5% | i | 16 | . | . | 3.8 | 1.5 | 4.8 | 0.33 | 1205 | i | 35 | 19% | -0.84 | 0.24 | -0.62 | -0.027 | -3.1 | 773
COc1ccc(N2CC(C(=O)Nc3nc4ccccc4s3)CC2=O)cc1 (stereo unspecified) | . | . | . | -1 | 700 | . | . | . | 0.31 | 1102 | i | 14 | 0% | -0.57 | -0.21 | 0.036 | 0.86 | 0.3 | 1290
N/C(=N\OC(=O)CC1CCCCC1)c1cccnc1 | -3.2% | i | 20 | . | . | 2.2 | 2.3 | 4.2 | 0.07 | 1683 | . | . | -4% | -0.52 | 0.35 | 0.37 | -0.11 | 0.5 | 1385
CN(C)S(=O)(=O)c1ccc(C(=O)NCCSc2ccc(Br)cc2)cc1 | 1.8% | i | -2 | -18 | 660 | 2.1 | 1.7 | 1.8 | 0.22 | 1285 | i | 58 | 5% | 0.27 | -0.26 | -0.2 | -0.28 | -1.6 | 538
Cc1nc2cc(CC(=O)O)ccc2o1 | -2.1% | i | 13 | . | . | 3.3 | 2.1 | 4.7 | . | . | i | 15 | 4% | 0.11 | -0.17 | -0.09 | -0.97 | . | .
CO[C@H]1C[C@@H]2CC[C@@H](C)[C@@](O)(O2)C(=O)C(=O)N2CCCC[C@H]2C(=O)O[C@H]([C@H](C)C[C@@H]2CC[C@@H](O)[C@H](OC)C2)CC(=O)[C@H](C)C=C(C)[C@@H](O)[C@@H](OC)C(=O)[C@H](C)C[C@H](C)C=CC=CC=C1C | . | . | . | -17 | 658 | . | . | . | 0.46 | 581 | . | . | 6% | -0.35 | -0.59 | 0.18 | -0.48 | -2.0 | 1051
O=C1c2ccccc2-c2ccc(C(=O)N3CCOCC3)cc21 | -4.0% | i | -7 | -4 | 693 | 2.1 | 1.8 | 5.5 | 0.28 | 1263 | i | 27 | 14% | -0.53 | -0.22 | -0.092 | -0.33 | . | .
CCOC(=O)c1c(C)oc(NC(=O)COc2ccc(Cl)cc2C)c1C#N | -0.8% | i | -3 | . | . | 2.3 | 1.3 | 0.8 | . | . | i | 55 | -4% | -0.97 | -0.11 | -0.46 | 0.93 | -1.5 | 1156
Cc1ccc(S(=O)(=O)NC(=O)CSc2nc3ccccc3s2)cc1 | -3.1% | i | 15 | . | . | 2.8 | 1.8 | 6.1 | 0.12 | 1426 | i | 47 | -6% | 1.5 | -0.22 | 1 | 0.21 | 0.5 | 1389
CCOC(=O)N1CCN(C(=O)CS(=O)(=O)c2cn(Cc3ccccc3Cl)c3ccccc23)CC1 | -1.0% | . | . | 9 | 674 | 1.7 | 2.5 | 11 | 1.1 | 2006 | i | 34 | -3% | -0.2 | -0.18 | -0.083 | 0.056 | -2.9 | 1107
Cn1c(=O)c(C(=O)CN2CCN(Cc3ccc4c(c3)OCO4)CC2)c(N)n(Cc2ccccc2)c1=O | . | . | . | -1 | 760 | . | . | . | -0.14 | 1280 | i | 22 | -11% | 0.21 | -0.25 | 0.13 | 0.1 | -2.8 | 1188
CCn1c2ccc(/C(C)=N\O)cc2c2cc(/C(C)=N\O)ccc21 | 0.7% | i | 3 | . | . | 2.3 | 2.0 | 5.1 | -0.95 | 1386 | i | 26 | 2% | -0.84 | -0.2 | 0.032 | 0.64 | -1.3 | 1015
CC(NS(=O)(=O)c1ccc([N+](=O)[O-])cc1)C(=O)NN (stereo unspecified) | 0.0% | i | -1 | 9 | 724 | 1.7 | 2.4 | 7.0 | 0.27 | 1544 | i | 30 | 0% | -0.19 | -0.38 | 0.25 | 0.57 | -3.7 | 1093
Cc1ccc2nc(SCc3ccc([N+](=O)[O-])cc3)[nH]c2c1 | 0.6% | i | 1 | . | . | 1.9 | 2.2 | 6.5 | -0.42 | 1542 | i | 12 | 8% | 0.3 | -0.18 | 0.13 | -0.51 | -0.7 | 1321
CCN1CCN(C(=O)c2cc3nc(-c4ccccc4)cc(C(F)(F)F)n3n2)CC1 | -0.7% | i | 3 | -2 | 713 | 1.1 | 0.7 | 22 | 1.2 | 1237 | i | 26 | -5% | -0.28 | -0.14 | 0.16 | -0.34 | -1.1 | 948
Cc1ccc(S(=O)(=O)C(C#N)c2nc3ccccc3nc2N2CCN(C)CC2)cc1 (stereo unspecified) | -1.2% | i | 15 | 2 | 718 | 2.5 | 2.9 | 5.2 | 0.56 | 1102 | i | 28 | 7% | -0.95 | -0.27 | 0.24 | 0.33 | 4.4 | 526
COC(=O)c1ccccc1NC(=O)CSc1nnc(-c2ccc(C)cc2)o1 | 0.1% | i | -5 | -2 | 732 | 3.4 | 2.1 | 3.8 | 0.25 | 1317 | . | . | 18% | -0.59 | -0.25 | -0.76 | 0.073 | 3.0 | 1214
